Bioassay records deposited in PubChem BioAssay by several laboratories.
Wee1 degr inh = Wee1 degradation inhibitors, primary screen, cell-based, HeLa, Wee1K328M-luciferase, luminescence; reporter increase, % at 5 µM; HeLa Luc-Wee1K328M stability; 100% = proteasome inhibitor MG132 effect; 220,000 tested, 1.2% active; Wee1-like protein kinase (Homo sapiens), P30291;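 active = activation above the mean of all tested compounds plus 3 SD, set per screening run, cut at about 8.8% in these data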;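 also: cells exposed to compound for 20 h before luminescence read; 0% = DMSO alone and 100% = MG132 at 30 µM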
eIF4E 4G PPI = eIF4E–eIF4G protein interaction inhibitors, primary screen, biochemical, uHTS, TR-FRET, eIF4GI fragment. Eukaryotic translation initiation factor 4E (Mus musculus) + Eukaryotic translation …. TR-FRET eIF4E-eIF4GI(517-606) binding, 2 h. inhibition, % at 21.7 µM. 220,000 tested, 0.37% active;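 active = inhibition above about 30%, limit read from the data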;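 also: 0% = full FRET control wells and 100% = background wells lacking eIF4GI fragment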
PERK inhibitor = block of dimerizer-induced PERK translation repression, primary screen, PERK inhibitor project, CHO PERK-DD cells, SEAP luminescence, HTS. Eukaryotic translation initiation factor 2-alpha kinase 3 (Homo sapiens), Q9NZJ5. AID 1416, 2008. CHO PERK-DD fusion, SEAP luminescence translation reporter. inhibition, % at 5.6 µM. 220,000 tested, 0.17% active;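 active = inhibition above the mean inhibition of all tested compounds plus 3 SD, set separately per screening campaign, cut at about 2.9% in these data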;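 also: PERK kinase domain activated by AP20187 dimerizer at 100 nM; 0% = DMSO with dimerizer and 100% = rapamycin at 8.4 µM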
S1P4 ag = S1P4 receptor agonists, primary screen, cell-based | S1P4-expressing cell line, agonist reporter assay | AID 1509, 2009 | 220,000 tested, 0.35% active | activation, % at 4.98 µM | Sphingosine 1-phosphate receptor 4 (Homo sapiens), O95977; in the data active = activation above about 11%;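 also: 0% = DMSO vehicle and 100% = reference agonist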
Target sequence (O95977 whole entry, looked up): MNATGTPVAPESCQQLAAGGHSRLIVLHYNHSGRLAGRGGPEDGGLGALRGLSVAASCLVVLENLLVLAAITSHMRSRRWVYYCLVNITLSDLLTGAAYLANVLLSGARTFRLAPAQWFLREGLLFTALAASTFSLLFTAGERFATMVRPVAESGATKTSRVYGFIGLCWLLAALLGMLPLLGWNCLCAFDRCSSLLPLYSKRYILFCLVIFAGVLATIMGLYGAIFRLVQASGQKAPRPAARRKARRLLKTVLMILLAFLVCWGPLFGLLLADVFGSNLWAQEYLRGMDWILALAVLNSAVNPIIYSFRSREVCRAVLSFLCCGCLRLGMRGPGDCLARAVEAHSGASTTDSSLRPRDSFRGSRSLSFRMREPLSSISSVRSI
BaF3 parental = parental Ba/F3 cell viability inhibition, counter-screen for JAK2V617F inhibitor project, murine pro-B, CellTiter-Glo luminescence; 220,000 tested, 1.1% active; CellTiter-Glo ATP luminescence; inhibition, % at 5.6 µM;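 active = inhibition above a per-campaign cutoff, the mean inhibition of all tested compounds plus 3 SD, cut at about 27% in these data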;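 also: 0% = DMSO wells and 100% = JAK Inhibitor I control wells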
S1P4 antagonist = S1P4 receptor antagonists, primary screen, cell-based | S1P4-expressing cells, antagonist mode, reporter read-out | inhibition, % at 4.98 µM | 220,000 tested, 0.26% active | AID 1510, 2009; in the data active = inhibition above about 29%;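 also: 0% = wells stimulated with agonist and 100% = vehicle wells without agonist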
Mdm2 ligase inh = MDM2-luciferase reporter signal enhancers, primary screen, MDM2 E3 ligase inhibitor project, cell-based, luminescence, 1536-well. E3 ubiquitin-protein ligase Mdm2 (Homo sapiens), Q00987. cell-based MDM2 ubiquitination luciferase reporter, 2 h; 0 = plate control, 100 = twice control, blank-subtracted. signal enhancement, % at 5 µM. 210,000 tested, 0.11% active;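 active = signal enhancement of 30% or more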;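 also: luminescence tracks abundance of the self-degrading MDM2-luciferase fusion protein; higher signal means inhibition of MDM2 E3 ligase activity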
Target sequence (Q00987 whole entry, looked up, the tested form may be a part): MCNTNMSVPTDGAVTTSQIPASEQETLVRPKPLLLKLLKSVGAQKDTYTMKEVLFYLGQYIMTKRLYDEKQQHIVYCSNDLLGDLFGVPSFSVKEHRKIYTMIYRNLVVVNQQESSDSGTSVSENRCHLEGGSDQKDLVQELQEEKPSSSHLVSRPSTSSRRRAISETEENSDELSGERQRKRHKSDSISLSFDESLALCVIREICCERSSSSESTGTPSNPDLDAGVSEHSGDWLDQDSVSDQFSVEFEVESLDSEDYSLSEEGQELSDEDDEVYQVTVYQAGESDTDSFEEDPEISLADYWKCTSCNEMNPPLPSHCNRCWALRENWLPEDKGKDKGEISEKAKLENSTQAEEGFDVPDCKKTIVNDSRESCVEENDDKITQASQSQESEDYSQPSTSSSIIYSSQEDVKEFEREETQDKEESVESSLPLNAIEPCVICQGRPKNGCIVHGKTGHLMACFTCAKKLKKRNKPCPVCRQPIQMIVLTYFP
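Buffer or medium: Cells held in DMEM | Assay system: Stable mammalian line carrying autodegrading MDM2–luciferase fusion reporter | Quantity: 2000 cells/well | Times: 4 h settle plus 2 h compound, 37 °C | Doses: One concentration, 5 µM, with 0.2% DMSO | Technique: Luminescence with SteadyLite reagent, 15 min at room temperature | Benchmarks: Plate controls and plate blanks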
Ba/F3 V617F tox = reduced viability of JAK2V617F-dependent Ba/F3 cells, primary screen, JAK2V617F inhibitor project, cell-based, Ba/F3 EpoR-JAK2V617F, luminescence; inhibition, % at 5.6 µM; 220,000 tested, 1.1% active; ATP luminescence;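 active = inhibition above the campaign mean plus 3 SD over all tested compounds, cut at about 24% in these data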;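 also: cytokine-independent growth of Ba/F3 cells driven by EpoR plus mutant JAK2; 0% = DMSO-treated cells and 100% = JAK inhibitor I control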
NPY2 pot ag = NPY-Y2 potentiators or agonists, primary screen, cell-based; 220,000 tested, 0.45% active; Neuropeptide Y receptor type 2 (Homo sapiens), P49146; AID 1359, 2008; cells expressing NPY-Y2, potentiator/agonist read-out; activation, % at 3.6 µM; in the data active = activation above about 27%;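 also: cells stimulated with NPY near EC25 plus isoproterenol at EC100; 0% = vehicle plus submaximal agonist and 100% = vehicle plus saturating agonist; some results beyond the cut were filed as inactive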
Starred values were filed as active, the others as inactive; [ ] = dose if it differs, or a comment.

Screening Cc1ccc(NS(=O)(=O)c2cc(C(=O)N3CCCC3)ccc2C)cc1C returned Wee1 degr inh 2, eIF4E 4G PPI 1, PERK inhibitor -0.3, S1P4 ag -2.0, BaF3 parental 2, S1P4 antagonist -14, Mdm2 ligase inh -28, Ba/F3 V617F tox 4 and NPY2 pot ag -10.
For COc1ccc2nc(N3CCCCC3)c(C#N)cc2c1 the results were Wee1 degr inh 5, eIF4E 4G PPI 1, PERK inhibitor 1.2, S1P4 ag 1.9, BaF3 parental 1, S1P4 antagonist 10, Mdm2 ligase inh 2, Ba/F3 V617F tox -1 and NPY2 pot ag -8.
C(=N\Nc1ccccn1)/c1ccc(N2CCOCC2)cc1 was read as Wee1 degr inh 3, eIF4E 4G PPI 1, PERK inhibitor -1.2, S1P4 ag 0.8, BaF3 parental 6, S1P4 antagonist -17, Mdm2 ligase inh -13, Ba/F3 V617F tox 3 and NPY2 pot ag 1.
For CC(=O)Nc1ccc2nc(CN3CCC(CO)(CCc4ccccc4)CC3)ccc2c1 the results were Wee1 degr inh -2, eIF4E 4G PPI 1, PERK inhibitor -1.4, S1P4 ag -0.5, BaF3 parental 1, S1P4 antagonist 8, Mdm2 ligase inh -14, Ba/F3 V617F tox 4 and NPY2 pot ag -12.
Screening COc1ccc(Nc2c(-c3ccco3)nc3cccc(C)n23)cc1 returned Wee1 degr inh 0, eIF4E 4G PPI -1, PERK inhibitor 0.8, S1P4 ag 1.9, BaF3 parental 7, S1P4 antagonist -11, Mdm2 ligase inh -6, Ba/F3 V617F tox 2 and NPY2 pot ag 25.
Cc1cc(S(=O)(=O)Cc2noc(-c3c(C)noc3C)n2)c(C)cc1Cl was read as Wee1 degr inh -1, eIF4E 4G PPI 0, PERK inhibitor -1.9, S1P4 ag 0.1, BaF3 parental 3, S1P4 antagonist 2, Mdm2 ligase inh -11, Ba/F3 V617F tox -2 and NPY2 pot ag -10.
`COc1cc2c(cc1OC)CN(C(=O)c1ccco1)CC2` gave Wee1 degr inh -4, eIF4E 4G PPI -1, PERK inhibitor -0.1, S1P4 ag 1.4, BaF3 parental 2, S1P4 antagonist -25, Mdm2 ligase inh 35*, Ba/F3 V617F tox 5 and NPY2 pot ag -17.
CCN(CC)C(=O)COc1ccc(-c2nnc(Nc3ccc(OC)c(C(=O)NC)c3)c3ccccc23)cc1 was read as Wee1 degr inh 2, eIF4E 4G PPI 1, PERK inhibitor 0.5, S1P4 ag 0.6, BaF3 parental 2, S1P4 antagonist -11, Mdm2 ligase inh -14, Ba/F3 V617F tox 0 and NPY2 pot ag -10.
Screening O=C(N/N=C/c1cc2c3c(c1O)CCCN3CCC2)c1ccccc1O returned Wee1 degr inh -3, eIF4E 4G PPI 7, PERK inhibitor 0.0, S1P4 ag 0.8, BaF3 parental 5, S1P4 antagonist -15, Mdm2 ligase inh -12, Ba/F3 V617F tox 35* and NPY2 pot ag 16.
COc1ccc(-c2ccc3ccccc3n2)cc1 was read as Wee1 degr inh 6, eIF4E 4G PPI 5, PERK inhibitor 0.5, S1P4 ag -1.0, BaF3 parental 3, S1P4 antagonist 1, Mdm2 ligase inh -67, Ba/F3 V617F tox 0 and NPY2 pot ag -12.
O=S1(=O)CCC(NCC2CCCO2)C1 (centres undefined) was read as Wee1 degr inh 1, eIF4E 4G PPI 5[fluorescence artefact?], PERK inhibitor -0.3, S1P4 ag 0.3, BaF3 parental 4, S1P4 antagonist -3, Mdm2 ligase inh -13, Ba/F3 V617F tox 1 and NPY2 pot ag -4.
Screening O=C(Nc1ccccc1)c1ccccc1NC(=O)C1CCCCC1 returned Wee1 degr inh -3, eIF4E 4G PPI 4, PERK inhibitor -0.7, S1P4 ag 0.8, BaF3 parental -1, S1P4 antagonist -3, Mdm2 ligase inh -15, Ba/F3 V617F tox 0 and NPY2 pot ag -11.
For O=C(C1CCN(C2CC(=O)N(Cc3ccccc3)C2=O)CC1)N1CCCCCC1 (centres undefined) the results were Wee1 degr inh 0, eIF4E 4G PPI -11, PERK inhibitor -0.1, S1P4 ag -1.1, BaF3 parental 1, S1P4 antagonist -5, Mdm2 ligase inh -38, Ba/F3 V617F tox -2 and NPY2 pot ag 15.
COc1ccccc1C(=O)Nc1cc2cc(Br)ccc2oc1=O was read as Wee1 degr inh 0, eIF4E 4G PPI 12, PERK inhibitor 1.3, S1P4 ag 0.0, BaF3 parental 1, S1P4 antagonist 3, Mdm2 ligase inh -7, Ba/F3 V617F tox -1 and NPY2 pot ag 18.
CC(C)Cc1[nH]c(=O)c(C#N)c2c1COC(C)(C)C2 was read as Wee1 degr inh -1, eIF4E 4G PPI 5, PERK inhibitor 0.7, S1P4 ag 0.6, BaF3 parental 3, S1P4 antagonist -16, Mdm2 ligase inh 11, Ba/F3 V617F tox -1 and NPY2 pot ag -1.
Screening O=C(N/N=C/c1cccnc1)c1ccc([N+](=O)[O-])cc1Cl returned Wee1 degr inh -3, eIF4E 4G PPI 2, PERK inhibitor 0.2, S1P4 ag 0.7, BaF3 parental 5, S1P4 antagonist 7, Mdm2 ligase inh 0, Ba/F3 V617F tox 2 and NPY2 pot ag -9.
`COc1cccc(NC(=O)Cn2c(-c3cncs3)nc3ccccc32)c1` gave Wee1 degr inh -2, eIF4E 4G PPI -6, PERK inhibitor -1.1, S1P4 ag 1.5, BaF3 parental 1, S1P4 antagonist -13, Mdm2 ligase inh -2, Ba/F3 V617F tox 4 and NPY2 pot ag -13.
For COc1ccc(NC(=O)CCNC(=O)Cn2ccc3ccccc3c2=O)c(OC)c1 the results were Wee1 degr inh -3, eIF4E 4G PPI -2, PERK inhibitor 0.0, S1P4 ag 0.9, BaF3 parental 1, S1P4 antagonist -15, Mdm2 ligase inh 1, Ba/F3 V617F tox 0 and NPY2 pot ag 15.
`Cc1cccc(C(=O)NC(=S)Nc2ccccc2C(F)(F)F)c1` gave Wee1 degr inh -2, eIF4E 4G PPI 1, PERK inhibitor 0.4, S1P4 ag -0.1, BaF3 parental 6, S1P4 antagonist -11, Mdm2 ligase inh -2, Ba/F3 V617F tox 0 and NPY2 pot ag -9.
Screening CCN(CC)C(=O)c1[nH]cnc1C(=O)N[C@@H](Cc1ccccc1)C(=O)OCc1ccccc1 returned Wee1 degr inh 3, eIF4E 4G PPI 5, PERK inhibitor 0.5, S1P4 ag 0.3, BaF3 parental 0, S1P4 antagonist 3, Ba/F3 V617F tox -1 and NPY2 pot ag -4.
Screening Cc1ccc(N(CCCCN2C(=O)c3ccccc3C2=O)C(=O)c2ccc(Cl)s2)cc1 returned Wee1 degr inh 5, eIF4E 4G PPI 2[fluorescence artefact?], PERK inhibitor 0.9, S1P4 ag -0.2, BaF3 parental 8, S1P4 antagonist -7, Mdm2 ligase inh -22, Ba/F3 V617F tox 6 and NPY2 pot ag -17.
`Cc1cc(C)c(C(N)=O)c(SCC(=O)c2ccc(Cl)cc2)n1` gave Wee1 degr inh -1, eIF4E 4G PPI 2, PERK inhibitor 0.8, S1P4 ag -3.5, BaF3 parental 7, S1P4 antagonist -2, Mdm2 ligase inh -13, Ba/F3 V617F tox -2 and NPY2 pot ag -5.
For O=C(CNC(=O)c1ccc(S(=O)(=O)N2CCCC2)cc1)N/N=C/c1ccc(Cl)cc1Cl the results were Wee1 degr inh -3, eIF4E 4G PPI -16, PERK inhibitor 0.4, S1P4 ag -0.2, BaF3 parental 6, S1P4 antagonist -12, Mdm2 ligase inh -2, Ba/F3 V617F tox 5 and NPY2 pot ag 4.
Screening OCCN1CN=C(Nc2nc3ccccc3s2)NC1 returned Wee1 degr inh 0, eIF4E 4G PPI 18, PERK inhibitor 1.9, S1P4 ag 0.5, BaF3 parental -1, S1P4 antagonist -7, Mdm2 ligase inh -8, Ba/F3 V617F tox -1 and NPY2 pot ag 6.
`Cc1c(Br)c(C(F)(F)F)nn1CC(=O)NCCCn1ccnc1` gave Wee1 degr inh -3, eIF4E 4G PPI 3, PERK inhibitor 0.4, S1P4 ag 0.2, BaF3 parental 10, S1P4 antagonist -2, Mdm2 ligase inh -3, Ba/F3 V617F tox 5 and NPY2 pot ag -10.
COCCn1c(SCC(=O)NCc2ccc3c(c2)OCO3)nc2ccccc2c1=O was read as Wee1 degr inh -2, eIF4E 4G PPI -3, PERK inhibitor -0.5, S1P4 ag -2.8, BaF3 parental 4, S1P4 antagonist -3, Mdm2 ligase inh -13, Ba/F3 V617F tox 2 and NPY2 pot ag -9.
For Cn1c(CNC(=O)c2ccco2)nnc1SCC(=O)N1c2ccccc2Sc2ccccc21 the results were Wee1 degr inh 1, eIF4E 4G PPI 3, PERK inhibitor -0.3, S1P4 ag 1.7, BaF3 parental -1, S1P4 antagonist -4, Mdm2 ligase inh 30*, Ba/F3 V617F tox -2 and NPY2 pot ag -5.
Cn1cnnc1SCc1ccc(C(=O)n2ncc(C#N)c2N)cc1 was read as Wee1 degr inh -1, eIF4E 4G PPI 1, PERK inhibitor 0.1, S1P4 ag 1.2, BaF3 parental 4, S1P4 antagonist -19, Mdm2 ligase inh -11, Ba/F3 V617F tox 1 and NPY2 pot ag 7.
Cc1ccc(CSc2nc3c(cc2C#N)CCC3)cc1 was read as Wee1 degr inh 0, eIF4E 4G PPI -12[fluorescence artefact?], PERK inhibitor 1.9, S1P4 ag 1.4, BaF3 parental 3, S1P4 antagonist -1, Mdm2 ligase inh 6, Ba/F3 V617F tox 0 and NPY2 pot ag -19.
Nc1n[nH]c(-c2ccc([N+](=O)[O-])cc2[N+](=O)[O-])n1 was read as Wee1 degr inh -1, eIF4E 4G PPI 0, PERK inhibitor 0.8, S1P4 ag -0.5, BaF3 parental 6, S1P4 antagonist -3, Mdm2 ligase inh 5, Ba/F3 V617F tox -2 and NPY2 pot ag 7.
For CCc1ccc(C2CC(c3ccccc3)n3ncnc3N2)cc1 (centres undefined) the results were Wee1 degr inh -2, eIF4E 4G PPI 1, PERK inhibitor -1.7, S1P4 ag 2.3, BaF3 parental 6, S1P4 antagonist -14, Mdm2 ligase inh -6, Ba/F3 V617F tox -1 and NPY2 pot ag -1.
`O=C(CSc1nc2nn(-c3ccccc3)c(=O)c-2c2n1CCCCC2)NCCCc1ccccc1` gave Wee1 degr inh 18*, eIF4E 4G PPI -4, PERK inhibitor -0.1, S1P4 ag 1.7, BaF3 parental 0, S1P4 antagonist -6, Mdm2 ligase inh -6, Ba/F3 V617F tox -4 and NPY2 pot ag 5.
Screening COc1cccc(Cn2c(Oc3ccccc3)nc3c2c(=O)n(C)c(=O)n3C)c1 returned Wee1 degr inh 4, eIF4E 4G PPI -9, PERK inhibitor -0.9, S1P4 ag -0.7, BaF3 parental 3, S1P4 antagonist -22, Mdm2 ligase inh -28, Ba/F3 V617F tox -1 and NPY2 pot ag 0.
